Compound activity from PubChem.
GRK2 inh = compounds blocking aptamer binding on GRK2 – biochemical, human GRK2, bead flow cytometry, HTS, primary screen. 330,000 compounds, 0.59% hits. inhibition of aptamer binding, % at 10 µM. FAM-aptamer displacement from GRK2. Beta-adrenergic receptor kinase 1 (Homo sapiens), P25098. AID 488847, 2010;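 active means inhibition of aptamer binding above 40%, roughly 3 SD of noise, on plates passing a quality check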;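 further: median bead fluorescence of bound FAM aptamer so fluorescent compounds give negative values; no value below 0 was filed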
Target sequence (P25098 whole entry, looked up): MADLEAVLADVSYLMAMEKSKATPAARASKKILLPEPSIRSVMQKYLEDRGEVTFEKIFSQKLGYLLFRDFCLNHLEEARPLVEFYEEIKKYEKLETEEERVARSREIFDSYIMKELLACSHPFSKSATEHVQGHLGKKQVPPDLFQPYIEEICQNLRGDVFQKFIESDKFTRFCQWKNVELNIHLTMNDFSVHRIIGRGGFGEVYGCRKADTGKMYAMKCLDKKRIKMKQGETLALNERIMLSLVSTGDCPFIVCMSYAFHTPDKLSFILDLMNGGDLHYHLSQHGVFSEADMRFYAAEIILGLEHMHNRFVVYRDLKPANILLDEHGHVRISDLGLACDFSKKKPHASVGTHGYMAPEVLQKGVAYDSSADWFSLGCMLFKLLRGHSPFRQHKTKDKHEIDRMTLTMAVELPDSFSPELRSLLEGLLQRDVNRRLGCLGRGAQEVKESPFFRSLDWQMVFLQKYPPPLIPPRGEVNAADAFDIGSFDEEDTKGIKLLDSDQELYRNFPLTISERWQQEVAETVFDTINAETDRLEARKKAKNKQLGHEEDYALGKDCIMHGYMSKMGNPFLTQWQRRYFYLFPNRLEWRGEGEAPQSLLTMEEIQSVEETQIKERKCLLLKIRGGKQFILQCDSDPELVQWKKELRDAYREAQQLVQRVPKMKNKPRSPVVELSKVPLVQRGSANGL
CR mimetic SO = reduction of superoxide in aged yeast, primary screen, HTS. 330,000 compounds, 0.18% hits. superoxide response (% of plate mean), % at 10 µM. S. cerevisiae aged cells, superoxide DHE fluorescence; stronger effect = lower value;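 active means superoxide response under a set limit, about three screen SD below normal, cut at about 65% in these data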;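 further: yeast aged for seven days with compound at 30 °C before DHE staining; 100% = average MFI of all compound-treated wells on the plate with controls excluded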
LAP4-GFP MLPCN = modulators of LAP4-GFP expression in yeast, primary screen, S. cerevisiae, multiplex flow cytometry, MLPCN library; GFP response vs DMSO, % at 10 µM; 3 h; median GFP as percent of DMSO wells; AID 2023, 2009; 320,000 compounds, 0.34% hits;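 active means GFP response vs DMSO above a set limit, about the screen mean plus 3 SD, cut at about 150% in these data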
CIT2-GFP yeast = modulators of CIT2-GFP expression in yeast, primary screen, S. cerevisiae, GFP fusion, multiplex flow cytometry, MLPCN library; GFP response vs DMSO, % at 10 µM; 320,000 compounds, 0.065% hits; S. cerevisiae CIT2-GFP strain, 3 h; 100 means same as DMSO wells;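 active means GFP response relative to DMSO above a set limit, near the screen mean plus 3 SD, cut at about 150% in these data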;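 further: ratio of well median GFP fluorescence to mean of DMSO wells on the plate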
AGP1-GFP MLPCN = modulators of AGP1-GFP expression in yeast TOR pathway, primary screen, cell-based, multiplex flow cytometry, S. cerevisiae, MLPCN library | GFP response vs DMSO, % at 10 µM | AID 2066, 2009 | 320,000 compounds, 0.02% hits | 3 h; GFP as percent of DMSO wells;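 active means GFP response relative to DMSO above a set limit, near screen average plus 3 SD, cut at about 150% in these data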;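 further: median GFP channel fluorescence of the gated AGP1 strain per well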
VLA-4 inh = inhibition in human VLA-4 binding assay, primary screen, VLA-4 allosteric modulator project, MLPCN library, flow cytometry, VLA-4 expressing cells. ligand binding flow cytometry. inhibition, % (about 7 µM as worked out from the volumes in the protocol). 330,000 compounds, 0.2% hits. Integrin alpha-4 (Homo sapiens), P13612; in the data active means inhibition above about 50%
RPL19A TOR yeast = RPL19A-GFP expression modulators in yeast, primary screen, cell-based, S. cerevisiae, multiplex flow cytometry, MLPCN; S. cerevisiae RPL19A-GFP strain, 3 h; stronger effect = lower value; percent response vs DMSO, % at 10 µM; 330,000 compounds, 0.3% hits;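 active means percent response vs DMSO below 50%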;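 further: median channel GFP fluorescence of the barcoded RPL19A-GFP strain; ratio of sample median GFP to plate DMSO average so 100% = DMSO; lower means less RPL19A-GFP as with rapamycin TOR inhibition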
MEP2 TOR yeast = modulators of MEP2-GFP levels in yeast, primary screen, S. cerevisiae, multiplex flow cytometry, MLPCN library; GFP response vs DMSO, % at 10 µM; S. cerevisiae MEP2-GFP strain, 3 h; 100% = DMSO control level; 330,000 compounds, 0.51% hits; AID 2016, 2009;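 active means GFP response versus DMSO above a set limit, roughly screen mean plus 3 SD, cut at about 180% in these data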;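 further: median GFP fluorescence of the barcode-gated MEP2-GFP cells per well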
* hit, by the source's call; nt = not tested or not shown.

SMILES	GRK2 inh	CR mimetic SO	LAP4-GFP MLPCN	CIT2-GFP yeast	AGP1-GFP MLPCN	VLA-4 inh	RPL19A TOR yeast	MEP2 TOR yeast
NC(=O)CC(NC(=O)c1ccc(Br)cc1)c1ccc(N2CCCCCC2)c([N+](=O)[O-])c1 (stereo unspecified)	4.0	103.6	128.0	91.2	86.7	14.9	96.8	97.9
C/C(N)=C(/C#N)C(=O)COC(=O)c1cccc(C)c1O	0.0	107.2	104.5	96.1	102.4	-2.2	95.9	94.1
O=C(CCn1cnc2ncccc2c1=O)N1CCN(c2cccc(Cl)c2)CC1	0.0	104.0	91.0	94.9	106.2	27.2	97.6	85.8
O=C(O)c1ccccc1-c1ccccc1C(=O)Nc1nc2ccccc2s1	1.0	94.5	108.8	88.9	102.9	-4.2	95.5	96.6
Cc1cc(C)c(NC(=O)CNC(=O)COC(=O)/C=C/c2cccs2)c(C)c1	3.0	90.9	100.9	105.9	103.0	-5.0	93.8	93.4
O=CN1CCN(c2ncnc3c2nnn3Cc2c(F)cccc2Cl)CC1	2.0	135.8	93.7	90.2	100.0	6.8	88.7	94.0
COc1ccc(C(=O)NNC(=O)c2ccc(S(=O)(=O)N3CCCCC3)cc2)cc1	1.0	105.5	90.9	90.3	92.6	5.7	95.6	94.4
CCNc1nc(NCC)n2c(SC(C)C(=O)c3ccc(C)cc3)nnc2n1 (stereo unspecified)	0.0	97.4	104.3	102.4	106.8	-21.8	102.2	99.7
O=C(Nc1nnc(-c2ccc(Cl)cc2)o1)c1ccc(N2C(=O)CCC2=O)cc1	4.0	100.7	97.1	97.7	93.0	26.5	96.6	106.0
CCCCOc1ccc(CN(CCO)CCO)cc1[N+](=O)[O-]	0.0	92.2	92.5	105.5	100.3	11.4	107.5	102.6
CCn1c(COc2ccc(C)cc2)nnc1SCC(=O)Nc1cc(OC)ccc1OC	0.0	83.2	104.3	108.9	97.1	-3.6	101.4	95.9
Cn1c(C(=O)N2CCCc3ccccc32)cc2c(=O)n3ccccc3nc21	2.0	103.9	103.1	94.9	nt	7.2	97.5	106.0
O=c1[nH]c(C2CCCCC2)nc2ccccc12	1.0	107.1	102.6	98.8	101.5	25.0	105.5	106.9
COc1ccc(NC(=S)N(CCCN2CCC(C)CC2)Cc2cccs2)cc1Cl	0.0	89.9	102.4	112.7	108.8	-15.2	95.7	94.8
CCCC(c1nnnn1CCOC)N(Cc1cc2cc(C)c(C)cc2[nH]c1=O)CC1CCCO1 (stereo unspecified)	7.0	95.6	93.4	101.9	99.3	-16.7	100.1	97.0
O=C(Nc1ccccn1)C1CCN(C(=O)Nc2ccccc2)CC1	0.0	95.8	119.1	92.1	106.8	10.3	101.3	103.0
COc1ccc(CNC(=O)C2CCCN(S(=O)(=O)c3ccccc3)C2)cc1 (stereo unspecified)	1.0	115.7	102.5	99.3	98.8	5.6	100.0	113.3
O=C(Nc1cccc(C(=O)O)c1)/C(=C\c1ccccc1)NC(=O)c1cccc2ccccc12	0.0	94.0	102.0	100.7	100.0	23.0	94.9	98.1
CC(=O)N1CCSc2ccc(S(=O)(=O)Nc3cccc(C)c3)cc21	0.0	93.0	91.3	97.7	92.4	10.0	92.5	90.7
CC(C)=CC(=O)Nc1ccc(Cl)cc1	0.0	75.1	102.2	105.8	106.2	1.4	102.5	108.1
COc1cc(CNCc2ccco2)ccc1OCc1ccccc1	2.0	87.8	94.5	96.5	99.2	10.2	98.8	95.4
CC(C(=O)NCC1CCCCC1)N1CCc2ccccc2C1 (stereo unspecified)	0.0	103.7	83.3	101.7	94.3	6.7	99.2	97.8
Cc1cccc(N2CCN(c3nc(C)cc(C)c3C#N)CC2C)c1 (stereo unspecified)	0.0	100.0	97.4	94.3	92.9	-15.8	100.0	112.7
Cc1ccc(N/C(N)=N/c2nc(C)cc(N3CCCCC3)n2)c(C)c1	0.0	103.5	97.7	nt	88.0	-4.0	86.2	92.2
CCc1ccc(NC(=O)[C@H](C)NC(=O)C2CCN(C(=O)[C@@H](NC(=O)OC(C)(C)C)C(C)C)CC2)cc1	0.0	109.0	86.1	97.4	91.6	5.7	103.7	107.2
Cc1cc(C(F)(F)F)nn1Cc1n[nH]c(=S)n1Cc1ccccc1	0.0	115.0	98.4	106.2	101.1	9.7	97.6	88.9
CC(=O)Nc1ccc(S(=O)(=O)N(Cc2ccccc2)c2ccccn2)cc1	0.0	103.2	98.6	103.2	104.9	6.7	102.0	103.7
CC(C)(C)n1cn[nH]c1=S	0.0	88.8	108.0	102.1	112.8	-1.4	108.5	107.2
O=C(O)CC(NS(=O)(=O)c1ccc2c(c1)OCCO2)c1ccccc1[N+](=O)[O-] (stereo unspecified)	0.0	122.6	94.2	95.5	95.5	-1.4	100.8	95.5
CC(C)NC(=O)COc1ccc(S(=O)(=O)N2CCOCC2)cc1	1.0	75.5	97.6	95.7	102.2	-4.2	100.7	104.8
COc1ccc(OC2C(=O)N(Cc3ccc(F)cc3)C2c2ccc(OC)c(OC)c2)cc1 (stereo unspecified)	7.0	88.9	114.5	100.2	105.0	9.5	102.4	108.4
CC(CCc1ccccc1)NC(=O)CSc1nnnn1C (stereo unspecified)	0.0	91.4	95.2	96.0	96.2	7.6	93.6	95.3
O=C(Nc1ccccc1N1CCCCC1)c1ccc2nccnc2c1	3.0	99.2	105.9	97.3	99.7	-5.8	100.4	107.8
COC(=O)c1c(-c2ccccc2)csc1NC(=O)c1c(-c2ccccc2)noc1C	4.0	96.7	97.5	103.4	98.4	-4.1	99.6	113.4
COc1cccc(CNC(=O)c2ccc(NS(=O)(=O)c3ccc4[nH]c(=O)[nH]c4c3)cc2)c1	4.0	74.3	92.8	85.2	89.9	5.3	92.5	89.5
O=C(N/N=C/c1ccco1)c1cc(-c2ccccc2)n[nH]1	0.0	102.4	105.6	90.4	92.0	2.3	96.6	93.2

Next part; it opens with the four that closed the last part.
SMILES	GRK2 inh	CR mimetic SO	LAP4-GFP MLPCN	CIT2-GFP yeast	AGP1-GFP MLPCN	VLA-4 inh	RPL19A TOR yeast	MEP2 TOR yeast
O=C(Nc1ccccc1N1CCCCC1)c1ccc2nccnc2c1	3.0	99.2	105.9	97.3	99.7	-5.8	100.4	107.8
COC(=O)c1c(-c2ccccc2)csc1NC(=O)c1c(-c2ccccc2)noc1C	4.0	96.7	97.5	103.4	98.4	-4.1	99.6	113.4
COc1cccc(CNC(=O)c2ccc(NS(=O)(=O)c3ccc4[nH]c(=O)[nH]c4c3)cc2)c1	4.0	74.3	92.8	85.2	89.9	5.3	92.5	89.5
O=C(N/N=C/c1ccco1)c1cc(-c2ccccc2)n[nH]1	0.0	102.4	105.6	90.4	92.0	2.3	96.6	93.2
Cc1ccc2[nH]c(=O)c(C(c3nnnn3C(C)(C)C)N3CCN(C(=O)c4ccco4)CC3)cc2c1 (stereo unspecified)	0.0	72.3	98.2	100.7	101.4	-3.7	99.1	100.4
O=C(O)c1ccc(/C=C/c2nc3ccccc3c(=O)[nH]2)cc1	2.0	108.3	95.2	99.1	103.0	10.3	104.8	104.2
CCOc1ccc(-c2cc(CCCC(=O)NCc3ccco3)no2)cc1	0.0	113.6	123.4	92.3	95.4	6.4	96.3	100.2
COc1ccccc1N1CCN(/N=C\C(Br)=C\c2ccccc2)CC1	4.0	96.5	130.9	107.1	104.7	7.6	106.4	119.6
CC(=O)Nc1ccc(S(=O)(=O)N(C)CC(=O)N/N=C/c2cccc(O)c2)cc1	3.0	106.9	94.0	93.0	94.8	-48.9	96.0	96.1
Cc1cc(Br)ccc1NC(=O)CN(C)C(=O)CNC(=O)Cc1ccccc1	3.0	80.7	92.9	95.4	89.5	-7.9	93.0	92.0
O=C(OCC(=O)N1CCN(c2ccccc2)CC1)c1ccc2ncsc2c1	3.0	133.7	106.6	106.3	103.8	-2.2	99.7	105.8
Cc1cccc(C)c1OCCN1CCOCC1	0.0	112.8	92.6	104.4	106.3	14.7	105.1	102.8
COc1ccc(-c2cc(C(=O)Nc3ccc(C)c(C)c3)no2)cc1	0.0	99.0	96.0	107.3	97.5	18.0	96.6	96.0
O=C(NCCc1ccc(Cl)cc1)C1CCN(C(=O)c2ccc(F)cc2)CC1	0.0	103.8	90.4	96.4	98.2	7.3	98.4	107.4
COc1ccccc1NC(=O)NNC(=O)COc1ccc2ccccc2c1	2.0	107.8	94.1	97.3	97.7	-8.1	103.6	97.6
O=C(Cn1nc(-c2ccc(Cl)cc2)ccc1=O)NCCN1CCOCC1	1.0	101.0	95.4	89.7	103.0	-1.9	98.7	92.1
CC(C)CN(C(=O)CCC(=O)OC(C)C(=O)Nc1cccc(C#N)c1)c1c(N)n(CC(C)C)c(=O)[nH]c1=O (stereo unspecified)	0.0	90.6	104.2	101.5	106.5	3.5	105.3	114.2
CCC(C)(C)NC(=O)C(c1ccc(OC)cc1)N(C(=O)CCC(=O)Nc1cc(C)on1)c1ccc(OC)cc1OC (stereo unspecified)	0.0	82.5	115.5	125.3	121.9	-2.5	93.3	127.0
COc1cc(OC)cc(C(=O)NCC(=O)N2CCN(c3ccc(O)cc3)CC2)c1	1.0	90.8	97.2	93.5	94.5	2.7	106.0	97.5
CCSC1=C(C#N)C2(CCCCC2)C(C#N)C(=O)N1 (stereo unspecified)	2.0	103.2	101.3	99.2	103.2	10.0	98.4	104.3
Cc1cc(C)cc(C(=O)Nc2ccc(N3CCN(S(C)(=O)=O)CC3)cc2)c1	0.0	110.3	101.3	89.3	100.2	3.5	99.1	96.8
COC(=O)c1ccc(NC(=O)c2ccccc2SC)cc1	3.0	98.3	104.7	121.6	99.4	2.9	nt	100.8
CCOC(=O)c1c(/N=C/c2ccc(OC)cc2O)sc2c1CCN(C)C2	4.0	107.7	106.6	112.1	110.1	-6.5	100.6	102.2
COc1ccccc1NC(=O)[C@@H]1CCCN1S(=O)(=O)c1ccc(Cl)cc1	4.0	85.6	93.2	89.4	91.4	7.9	94.8	93.0
CN(C)c1nc(Nn2cnnc2)nc(N(C)C)n1	0.0	101.0	108.0	89.6	101.5	-1.1	96.7	97.9
O=C(COc1ccc2ccccc2c1Br)Nc1ncn[nH]1	1.0	83.2	97.1	98.6	95.0	-12.5	97.2	102.4
COc1ccc(C(=O)Nc2cc(Cl)ccc2Cl)c(OC)n1	0.0	91.8	92.7	90.4	91.4	8.8	94.1	97.0
O=C(Nc1ccc(Cl)cn1)c1ccc(-c2ccc(Cl)c(Cl)c2)o1	3.0	98.2	98.4	98.8	103.2	-1.4	88.8	98.5
Cc1csc(NC(=O)C2CCCCC2C(=O)O)n1 (stereo unspecified)	0.0	94.3	90.5	89.9	102.4	9.0	98.9	98.7
CCn1c(CC(=O)Nc2ccccc2OC)nnc1SCC(=O)Nc1ccccc1F	3.0	97.5	85.5	101.0	101.3	-1.5	99.9	98.2
OC(COC1CCCCC1)CN1CCCCC1 (stereo unspecified)	0.0	85.8	94.5	94.1	95.7	-7.5	92.3	90.4
COc1ccc(C(=O)NCC(=O)N/N=C/c2cn(C)c3ccccc23)cc1OC	4.0	103.8	74.5	98.6	95.1	-11.8	112.8	105.7
Cc1ccc(C)c(N2CCN(Cc3nnnn3C3CCCCC3)CC2)c1	0.0	95.2	96.5	107.1	65.8	15.6	89.2	128.7
CCCCOC(=O)Cn1c(=O)n(CC(=O)OCCCC)c2cc(C)ccc21	2.0	92.8	99.1	90.5	98.0	-1.3	99.2	98.4
